Source: PubChem BioAssay (several laboratories)
Tat transport – blocks Tat-dependent protein export in E. coli; E. coli MC4100 TorA-mCherry Tat export, fluorescence; inhibition, % at 10 µM; hit rate 0.036% among 340,000; AID 488895;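 active means mean replicate inhibition at least 50% and at least half of replicates individually reaching 50%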;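 further: exported cargo escapes ClpAP degradation while cytoplasmic cargo is degraded and loses fluorescence; 0% = median of neutral control wells and 100% = median of NaSCN control wells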
phage Ecoli inh – E. coli growth loss with phage present | growth absorbance | inhibition, % at 11.9 µM | hit rate 0.26% among 360,000 | AID 651602; in the data active means inhibition above about 11%
Rtt109 Vps75 – C. albicans Rtt109 histone acetyltransferase inhibition; hit rate 0.16% among 330,000; purified Rtt109/Vps75, ThioGlo CoA-SH fluorescence, 4 h; Q5AAJ8; AID 540336; inhibition, % at 34.9 µM;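 active means inhibition of at least 50% in every replicate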
Target sequence (Q5AAJ8 whole entry, looked up): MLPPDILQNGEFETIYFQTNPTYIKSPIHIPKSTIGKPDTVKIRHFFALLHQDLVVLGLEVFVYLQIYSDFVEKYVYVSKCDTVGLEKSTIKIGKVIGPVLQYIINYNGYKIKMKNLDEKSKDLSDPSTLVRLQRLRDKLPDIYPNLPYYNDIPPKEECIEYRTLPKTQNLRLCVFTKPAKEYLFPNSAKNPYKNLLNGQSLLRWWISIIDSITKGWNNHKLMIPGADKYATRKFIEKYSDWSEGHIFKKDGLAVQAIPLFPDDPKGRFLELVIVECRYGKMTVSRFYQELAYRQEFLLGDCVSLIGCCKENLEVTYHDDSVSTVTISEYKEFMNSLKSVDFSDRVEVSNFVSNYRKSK
PvdQ acylase – P. aeruginosa PvdQ acylase inhibition | purified PvdQ acylase, fluorescence plate reader | hit rate 0.063% among 340,000 | inhibition, % at 10 µM | AID 488965; in the data active means inhibition above about 30%, passing the limit was not always enough;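 further: 0% = vehicle neutral wells and 100% = reference inhibitor wells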
AddAB inh – less growth of phage-infected E. coli with AddAB | inhibition, % at 11.9 µM | hit rate 0.29% among 330,000 | E. coli expressing H. pylori AddAB, absorbance growth; in the data active means inhibition above about 12%;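 further: 0% = vehicle wells of infected cells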
CAL PDZ FP – human CAL PDZ-peptide interaction inhibition | purified CAL PDZ, TMR-peptide fluorescence polarization, 1 h | AID 504414 | hit rate 0.02% among 330,000 | inhibition, % at 20 µM;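 active means highest replicate inhibition of at least 40%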;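 further: plate controls were DMSO neutral control wells for no effect and unlabeled competitor peptide control wells for full effect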
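Material – purified CerCALP PDZ construct · Detection – FP readout, S and P plane fluorescence · Measure – percent inhibition from loss of millipolarization · Controls – unlabelled peptide for full inhibition, DMSO wells as neutral · Probe or stimulus – TMR-labelled reporter peptide T*-PRC34 bound in PDZ groove · Times – 1 h at RT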
Wnt act – activates Wnt/beta-catenin signaling in a reporter cell assay; activation, % at 9.35 µM; hit rate 1.2% among 300,000; activator, plate reader; in the data active means activation above about 30%, passing the limit was not always enough;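 further: 0% = neutral control wells and 100% = positive control wells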
DAGLB inh – diacylglycerol lipase beta (human) inhibition; hit rate 0.059% among 340,000; HEK293T DAGLB membrane lysate, EnzChek fluorogenic substrate; inhibition, % at 5.17 µM; AID 504411; in the data active means inhibition above about 34%;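 further: 0% = enzyme with vehicle and 100% = wells lacking enzyme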
Target sequence (Q8NCG7 whole entry, looked up): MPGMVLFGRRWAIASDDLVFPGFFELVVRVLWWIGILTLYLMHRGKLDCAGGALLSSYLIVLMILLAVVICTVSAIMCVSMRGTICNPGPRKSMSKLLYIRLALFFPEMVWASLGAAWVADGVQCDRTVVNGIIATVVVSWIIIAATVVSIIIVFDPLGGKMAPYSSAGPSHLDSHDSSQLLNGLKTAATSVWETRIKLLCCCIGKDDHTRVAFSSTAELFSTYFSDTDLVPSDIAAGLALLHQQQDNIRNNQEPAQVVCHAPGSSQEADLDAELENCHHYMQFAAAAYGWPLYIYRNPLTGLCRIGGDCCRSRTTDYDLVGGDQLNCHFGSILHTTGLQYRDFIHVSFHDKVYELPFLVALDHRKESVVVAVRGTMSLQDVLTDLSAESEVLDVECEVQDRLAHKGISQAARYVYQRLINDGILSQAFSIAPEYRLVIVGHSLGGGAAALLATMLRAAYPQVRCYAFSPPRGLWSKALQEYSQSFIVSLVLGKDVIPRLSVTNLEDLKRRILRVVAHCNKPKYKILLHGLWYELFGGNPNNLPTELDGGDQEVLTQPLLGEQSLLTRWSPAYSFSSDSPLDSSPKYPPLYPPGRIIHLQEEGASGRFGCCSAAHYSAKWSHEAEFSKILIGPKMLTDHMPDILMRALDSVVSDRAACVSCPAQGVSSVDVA
E coli growth – counter-screen for AddAB inhibitors: E. coli growth inhibition | E. coli V3065 growth, OD600 absorbance, 18 h | inhibition, % at 11.9 µM | hit rate 0.27% among 330,000 | AID 449728;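 active means inhibition above the campaign's mean inhibition across all tested compounds plus 3 SD, cut at about 9.9% in these data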;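 further: uninfected addAB+ strain grown without phage in ampicillin broth; 0% = DMSO wells and 100% = ciprofloxacin 0.95 µg/ml wells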
PfHsp90 yeast 2 – growth inhibition of yeast expressing Plasmodium Hsp90. inhibition, % at 9.4 µM. S. cerevisiae expressing PfHsp90, BacTiter-Glo ATP, 48 h; yeast lacking PDR1 and PDR3 efflux regulators. hit rate 0.32% among 310,000;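 active means every replicate shows inhibition above about 80%, whatever the replicate mean, limit read from the data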;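 further: 0% = DMSO neutral controls and 100% = 20 µM radicicol positive controls; yeast relying on Plasmodium falciparum Hsp90 in place of its own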
* hit, by the source's call; nt = no result given.

1) COc1cccc(-c2noc(CCC(=O)NC3CCCC3)n2)c1
2) COc1ccc(OC)c(-n2cnnn2)c1
3) O=C(NCc1ccccc1)C1CCCN(S(=O)(=O)c2ccc(-n3cnnn3)cc2)C1 (stereo not drawn)
4) CCCCN(CCCC)CCCN1CC(=O)N2[C@@H](Cc3c([nH]c4ccccc34)C2(C)C)C1=O
5) CCOC(=O)C1C(=O)CC(=O)CC1CC(C)SCC (stereo not drawn)
6) C#CCOCCOCCOCCNc1nc(N2CCN(C(=O)[C@H]([C@@H](C)CC)n3cc([C@@H](N)CO)nn3)CC2)nc(N2CCN(C(=O)[C@H](CCCCN)n3cc([C@@H](N)CC(C)C)nn3)CC2)n1
7) Cc1cc(NC(=O)CCC(=O)N(c2cccc(F)c2)C(C(=O)NC2CCCC2)c2ccccc2)no1 (stereo not drawn)
8) O=C(Nc1ccccc1N1CCCCC1)C1=COCCO1
entry no. | 1 | 2 | 3 | 4 | 5 | 6 | 7 | 8
Tat transport | -5 | 0 | 5 | 1 | -5 | nt | -4 | 1
phage Ecoli inh | -0.5 | 0.6 | 0.1 | -1.4 | 1.4 | 4.3 | -0.9 | 2.6
Rtt109 Vps75 | 2 | 0 | -13 | 1 | -3 | nt | -2 | -1
PvdQ acylase | -5 | 8 | -12 | -19 | -18 | nt | -1 | 5
AddAB inh | nt | 2.3 | 2.2 | -2.4 | 0.2 | 2.4 | 4.2 | -0.1
CAL PDZ FP | -2.7 | -0.1 | 1.1 | 1.0 | -1.0 | nt | -2.2 | 0.4
Wnt act | 2 | -3 | -2 | 3 | 0 | -1 | -5 | -3
DAGLB inh | 2 | -1 | 1 | -1 | 1 | nt | 0 | -8
E coli growth | nt | 1.3 | -0.4 | 0.0 | -1.4 | -4.7 | -2.0 | -0.9
PfHsp90 yeast 2 | 3 | -3 | 0 | -24 | 38 | nt | -85 | -5

9) Cc1ccc(NCC(=O)N/N=C/c2ccc(C(=O)O)cc2)cc1
10) CCOc1ccc(NC(=O)Nc2ccc3c(c2)nnn3C)cc1
11) c1coc(CNCCCN2CCOCC2)c1
12) COCCn1nnnc1C(c1ccccc1)N1CCN(Cc2ccc3c(c2)OCO3)CC1 (stereo not drawn)
13) CC(C)N(C(=O)COC(=O)c1ccc(Cl)s1)c1ccccc1
14) COc1cccc2c(N/N=C/c3ccco3)cc(C)nc12
15) O=C(NC(=S)Nc1ccc(Cl)cc1)c1ccccc1
16) CC(C)CC(COCc1ccc(F)cc1)N1CCN(C(=O)c2cccc(C(F)(F)F)c2)CCC1=O (stereo not drawn)
entry no. | 9 | 10 | 11 | 12 | 13 | 14 | 15 | 16
Tat transport | 31 | 13 | -6 | -1 | -8 | -4 | -14 | 17
phage Ecoli inh | 0.1 | 4.2 | -0.2 | 4.5 | 0.8 | 1.9 | 1.8 | -7.8
Rtt109 Vps75 | 5 | 5 | 4 | -12 | 1 | 1 | -11 | -1
PvdQ acylase | -1 | 14 | -15 | 7 | -3 | -14 | -5 | -12
AddAB inh | 4.4 | -1.7 | 1.6 | 5.5 | 3.0 | 1.2 | -0.6 | 2.7
CAL PDZ FP | -3.7 | 0.4 | -0.2 | 0.3 | -0.3 | 9.3 | -1.4 | -2.9
Wnt act | 13 | 2 | nt | nt | -1 | 24 | 8 | -2
DAGLB inh | -2 | -1 | -3 | -3 | -4 | 2 | -3 | -6
E coli growth | -1.7 | -3.0 | -2.6 | 1.9 | 0.9 | -0.7 | 0.6 | -0.6
PfHsp90 yeast 2 | -14 | 11 | 18 | -11 | nt | -6 | -2 | 32

Continued, overlapping the part above by 2 compounds.
15) O=C(NC(=S)Nc1ccc(Cl)cc1)c1ccccc1
16) CC(C)CC(COCc1ccc(F)cc1)N1CCN(C(=O)c2cccc(C(F)(F)F)c2)CCC1=O (stereo not drawn)
17) CCCCn1cc(C(C)(C)C)c(C#N)c1NC(C)=O
18) COc1ccc(-c2noc(CN(C)CCC3CCCCO3)n2)cc1 (stereo not drawn)
19) CC(=O)Nc1ccc(C(=O)NNC(=O)CCCCC(=O)NNC(=O)c2ccc(NC(C)=O)cc2)cc1
20) CCOc1ccc(OCCSc2nc(C)cc(=O)[nH]2)cc1
21) C=C1CCN(Cc2ccccc2)S(=O)(=O)c2ccccc21
22) CCC(=O)NNc1nc2c(C)cccc2s1
23) C[C@]12CC[C@@H]3c4ccc(O)cc4CC[C@H]3[C@@H]1CC[C@@H]2OC(=O)CCC(=O)O
24) COc1cccc(NC(=O)C(=O)N/N=C/c2cc(C)n(-c3ccc(Cl)c(Cl)c3)c2C)c1
entry no. | 15 | 16 | 17 | 18 | 19 | 20 | 21 | 22 | 23 | 24
Tat transport | -14 | 17 | -18 | -7 | -9 | 12 | -22 | -8 | -7 | -3
phage Ecoli inh | 1.8 | -7.8 | 2.6 | 3.4 | 3.2 | -1.6 | 3.3 | 2.4 | 4.0 | 6.2
Rtt109 Vps75 | -11 | -1 | -12 | 2 | 3 | -3 | 1 | 8 | 4 | 3
PvdQ acylase | -5 | -12 | -9 | -12 | -9 | -7 | 5 | -1 | 6 | 11
AddAB inh | -0.6 | 2.7 | 4.3 | 4.2 | -2.1 | 4.6 | 2.3 | 1.1 | 1.6 | 0.8
CAL PDZ FP | -1.4 | -2.9 | 0.1 | 0.9 | 0.3 | 0.0 | 0.0 | 0.1 | -1.4 | -0.7
Wnt act | 8 | -2 | -3 | -2 | 1 | nt | 0 | 0 | -5 | -2
DAGLB inh | -3 | -6 | -1 | -4 | 3 | 0 | -4 | 0 | 6 | 1
E coli growth | 0.6 | -0.6 | 0.0 | 0.2 | -2.9 | -1.1 | 1.7 | 1.1 | 1.7 | -0.2
PfHsp90 yeast 2 | -2 | 32 | -2 | -6 | 8 | -5 | 7 | 14 | -3 | -4

25) CCn1c(SCC(=O)NC(C)c2ccccc2)nc2ccccc21 (stereo not drawn)
26) COC(=O)c1cc(NC(=O)c2cccc(F)c2)cc(C(=O)OC)c1
27) COC(=O)c1sccc1NC(=O)c1ccco1
28) O=C(CCn1c(=O)oc2ccccc21)N(Cc1ccccc1)c1ccccn1
29) COc1ccccc1CCNC(=O)C(=O)NCC1CCCN1S(=O)(=O)c1ccccc1 (stereo not drawn)
30) Nc1sc(-c2ccccc2)cc1C(=O)N/N=C/c1ccc(Cl)cc1
31) COc1ccc(F)cc1C(=O)C1CCCN(C(=O)CSc2ccccn2)C1 (stereo not drawn)
32) Cn1c(N)c(C(=O)COC(=O)[C@H](Cc2ccccc2)N2C(=O)c3ccccc3C2=O)c(=O)n(C)c1=O
entry no. | 25 | 26 | 27 | 28 | 29 | 30 | 31 | 32
Tat transport | 9 | -8 | 1 | 2 | -14 | 2 | -15 | 0
phage Ecoli inh | nt | -1.5 | 1.2 | 1.2 | 2.1 | 4.3 | 0.3 | 4.0
Rtt109 Vps75 | 1 | 1 | 8 | -11 | 4 | -4 | -3 | 17
PvdQ acylase | -5 | -6 | -6 | -5 | -12 | -2 | -13 | -7
AddAB inh | 1.5 | 1.2 | 2.8 | -2.0 | 0.3 | -0.8 | 2.8 | 1.6
CAL PDZ FP | -1.9 | -2.2 | -0.5 | 0.8 | 0.1 | 0.4 | 0.5 | -2.4
Wnt act | -3 | -2 | -3 | nt | -4 | 3 | -1 | -7
DAGLB inh | 1 | -6 | 0 | -2 | 0 | nt | -3 | 1
E coli growth | 0.8 | 0.5 | 1.5 | -4.2 | 1.6 | -2.1 | 0.5 | -1.2
PfHsp90 yeast 2 | 7 | 10 | 26 | -6 | -21 | -1 | 4 | 36

33) O=C(NC1CCCCCC1)C1CCC(CNS(=O)(=O)c2ccc(Br)s2)CC1 (stereo not drawn)
34) CCOc1ccc(C2=Nn3c(nnc3-c3ccccn3)SC2)cc1
35) O=C(COC(=O)CNS(=O)(=O)c1ccc(F)c(F)c1F)NC1CCCC1
36) O=C(NC(=S)Nc1ccc(Br)cn1)c1cccs1
37) N/C(=N\O)c1ccncc1
38) O=C(CN1CCN(Cc2ccc(F)cc2Cl)C1=O)NCCCN1CCOCC1
39) CCOC(=O)/C=C/C(=O)OCC(=O)NCc1ccccc1
40) Cc1ccc(S(=O)(=O)N(C)CC(=O)NC2CCCC2)cc1
entry no. | 33 | 34 | 35 | 36 | 37 | 38 | 39 | 40
Tat transport | -5 | -3 | 2 | 1 | -8 | -8 | -14 | 0
phage Ecoli inh | 2.5 | 3.3 | 3.5 | 2.6 | 0.8 | 2.1 | 4.2 | 2.2
Rtt109 Vps75 | 4 | -4 | -5 | 4 | -1 | 10 | 35 | 1
PvdQ acylase | -8 | -5 | -12 | -7 | -24 | -17 | -4 | -13
AddAB inh | 0.0 | -0.4 | 0.5 | 4.4 | 3.0 | 2.0 | 0.7 | 1.6
CAL PDZ FP | 0.4 | -5.9 | 0.1 | -3.2 | -3.5 | -0.5 | -2.6 | nt
Wnt act | nt | -1 | -1 | 59* | -1 | -3 | nt | 0
DAGLB inh | 0 | -1 | 0 | -3 | -8 | 1 | -1 | 2
E coli growth | -0.8 | 1.7 | -0.3 | -2.0 | 1.0 | 1.5 | 4.0 | -3.0
PfHsp90 yeast 2 | 3 | nt | 14 | -13 | -13 | 17 | 9 | 0

Of the compounds above, these have two or more sulfur atoms:
33) O=C(NC1CCCCCC1)C1CCC(CNS(=O)(=O)c2ccc(Br)s2)CC1 (stereo not drawn)
36) O=C(NC(=S)Nc1ccc(Br)cn1)c1cccs1
entry no. | 33 | 36
Tat transport | -5 | 1
phage Ecoli inh | 2.5 | 2.6
Rtt109 Vps75 | 4 | 4
PvdQ acylase | -8 | -7
AddAB inh | 0.0 | 4.4
CAL PDZ FP | 0.4 | -3.2
Wnt act | nt | 59*
DAGLB inh | 0 | -3
E coli growth | -0.8 | -2.0
PfHsp90 yeast 2 | 3 | -13

Continued:
41) O=C(Nc1ccc(-c2nc3ccc(NC(=O)c4cccs4)cc3[nH]2)cc1)c1cccs1
42) COc1ccc(CCN(C)C(=O)CCc2nnc(-c3ccccc3)o2)cc1OC
43) O=C(COc1ccc(F)cc1Br)Nc1ccccc1N1CCOCC1
44) Cc1cc(C)cc(NC(=O)CCc2ccc(C)o2)c1
45) C1CCN(c2c3c(nc4nnnn24)CCCC3)CC1
46) CCCOc1ccc(C(C)=O)cc1CN1CCOCC1
entry no. | 41 | 42 | 43 | 44 | 45 | 46
Tat transport | -10 | -5 | -6 | 3 | 2 | 3
phage Ecoli inh | -0.8 | 3.6 | 0.7 | 1.1 | 3.6 | 3.2
Rtt109 Vps75 | -9 | -5 | 3 | 0 | -11 | -1
PvdQ acylase | -1 | -5 | -14 | -5 | -1 | -23
AddAB inh | 2.1 | -2.9 | nt | 2.4 | -1.1 | 3.2
CAL PDZ FP | -2.2 | -2.5 | 0.1 | -2.1 | -0.2 | -3.3
Wnt act | nt | -2 | -2 | 1 | nt | -1
DAGLB inh | 5 | 1 | 1 | -2 | -1 | 2
E coli growth | -1.6 | -2.4 | nt | 0.8 | -0.2 | -0.6
PfHsp90 yeast 2 | -17 | -2 | -14 | 0 | 6 | -1
